HP1b chromo inh: HTS for Inhibitors of HP1-beta Chromodomain Interactions with Methylated Histone Tails. Chromobox protein homolog 1 (Homo sapiens), P83916. AlphaScreen HP1-beta / biotin-H3K9me3 peptide binding. Potency, µM (titrated, usually from 114 µM), for the others: top-dose activity change, negative = inhibition, actives largely listed as inhibitors. hit rate 0.56% among 390,000. AID 540317, 2011; also: potency is read from the fitted curve at half-maximal effect; nearly all actives have a fitted effect of over 70% in size; inactives centre near 23
Target sequence (P83916 whole entry, looked up): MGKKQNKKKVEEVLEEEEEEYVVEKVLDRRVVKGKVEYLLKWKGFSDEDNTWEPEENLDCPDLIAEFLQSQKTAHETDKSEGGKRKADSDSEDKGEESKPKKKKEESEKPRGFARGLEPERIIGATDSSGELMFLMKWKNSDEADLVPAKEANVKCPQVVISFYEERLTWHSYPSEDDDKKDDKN
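AlphaScreen: HP1-beta (50 nM) preformed 30 min with biotin-H3(1-18)K9me3 peptide (50 nM) in PBS pH 7.4, 0.01% Tween-20. Compound added for 30 min at RT, then streptavidin donor/nickel chelate acceptor beads (10 ug/mL) for 30 min.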
Pin1 inhibitor: qHTS Assay to Find Inhibitors of Pin1; Peptidyl-prolyl cis-trans isomerase NIMA-interacting 1 (Homo sapiens), Q13526; Pin1 FP peptide displacement, HiFluor488, 10 min; Potency, µM (doses to about 115 µM), for inactives: at the top dose activity, negative = inhibition, most hits filed as inhibitors; hit rate 0.009% among 390,000; active = well fitted inhibition curve with a large enough effect in the polarisation, with a control signal flat, not every such curve was filed as active; inconclusive = small, poorly fitted or top-dose-only effect, or effect the other way, or a change in a side signal; inactive = no such curve, though single readings can be large or run the other way; the % refers to the polarisation; also: potency is read from the fitted curve at half-maximal effect; % is scaled to controls: 0 for no effect and ±100 for the full control effect
TrxR1 substrate: qHTS Assay for Substrates of Mammalian Selenoprotein Thioredoxin Reductase 1 (TrxR1): qHTS; purified TrxR1 substrate turnover, NADPH consumption readout; Potency, µM (highest dose often 114 µM), for inactives: at the top dose activity change, negative = substrate turnover; hit rate 0.01% among 390,000; also: potency is read from the fitted curve at half-maximal effect; % is scaled to controls: 0 for no effect and ±100 for the full control effect; nearly all actives have a fitted effect of over 50% in size
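Rat TrxR1, dispensed at 90 nM, was prereduced with 400 uM NADPH (final) for 5 min at ~22 deg C, then incubated with compound 15 min before 400 uM selenite. A first-read NADPH fluorescence drop versus no-compound background flagged substrates.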
mIDH1 inhibitor: qHTS for Inhibitors of mutant isocitrate dehydrogenase 1 (IDH1): qHTS. Isocitrate dehydrogenase [NADP] cytoplasmic (Homo sapiens), O75874. IDH1-R132H enzyme, NADPH consumption, diaphorase/resazurin fluorescence. Potency, µM (highest dose often 76.6 µM), for inactives: at the top dose activity change, negative = inhibition, usual class: inhibitors. hit rate 0.093% among 390,000. AID 602179, 2012; also: potency is read from the fitted curve at half-maximal effect; % is scaled to controls: 0 for no effect and ±100 for the full control effect; nearly all actives have a fitted effect of over 65% in size
Target sequence (O75874 whole entry R132H, stated change not applied): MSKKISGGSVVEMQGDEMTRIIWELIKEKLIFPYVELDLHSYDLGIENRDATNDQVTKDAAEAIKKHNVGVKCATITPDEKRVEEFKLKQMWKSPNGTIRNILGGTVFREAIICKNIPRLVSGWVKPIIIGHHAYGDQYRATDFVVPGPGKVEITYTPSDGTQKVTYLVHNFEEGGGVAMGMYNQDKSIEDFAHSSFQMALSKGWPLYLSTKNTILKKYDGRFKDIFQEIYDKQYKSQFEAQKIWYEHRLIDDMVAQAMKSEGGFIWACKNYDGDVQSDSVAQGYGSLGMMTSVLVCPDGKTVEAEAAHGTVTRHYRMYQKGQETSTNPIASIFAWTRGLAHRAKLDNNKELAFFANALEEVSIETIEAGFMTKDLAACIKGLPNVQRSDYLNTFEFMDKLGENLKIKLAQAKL
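IDH1-R132H (0.5 ug/mL dispensed) in pH 7.5 Tris buffer was preincubated 30 min with compound, then given a substrate mix of 0.016 mM NADPH and 2 mM alpha-KG for 80 min at room temperature; remaining NADPH was read by diaphorase/resazurin fluorescence.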
GLS inh: qHTS for Inhibitors of Glutaminase (GLS); Glutaminase kidney isoform, mitochondrial (Homo sapiens), O94925; GLS enzymatic activity, qHTS titration; Potency, µM (top dose mostly 45.5 µM), for the others: at the top dose activity change, negative = inhibition, most hits filed as inhibitors; hit rate 0.21% among 410,000; also: potency is read from the fitted curve at half-maximal effect; % is scaled to controls: 0 for no effect and ±100 for the full control effect
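hKGA in 45 mM KH2PO4 pH 8.2, 0.02% Tween-20 with pin-transferred compounds; 1 mM L-glutamine (stock) plus glutamate oxidase/HRP/Amplex Red coupling added. Fluorescence read initially and after 30 min at RT.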
PI4K2A inh: qHTS for small molecular inhibitors of PI4K2A. Phosphatidylinositol 4-kinase type 2-alpha (Homo sapiens), Q9BTU6. purified PI4K2A, ADP-Glo luminescence, 1 h; stronger effect = lower value. activity change, negative = inhibition, % at 76.9 µM. hit rate 0.13% among 420,000. AID 1346378, 2018; in the data active = activity change below about -50%; inconclusive = mostly about -30% to -49%;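 also: -100% = wells without enzyme as full effect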
Target sequence (Q9BTU6 whole entry, looked up): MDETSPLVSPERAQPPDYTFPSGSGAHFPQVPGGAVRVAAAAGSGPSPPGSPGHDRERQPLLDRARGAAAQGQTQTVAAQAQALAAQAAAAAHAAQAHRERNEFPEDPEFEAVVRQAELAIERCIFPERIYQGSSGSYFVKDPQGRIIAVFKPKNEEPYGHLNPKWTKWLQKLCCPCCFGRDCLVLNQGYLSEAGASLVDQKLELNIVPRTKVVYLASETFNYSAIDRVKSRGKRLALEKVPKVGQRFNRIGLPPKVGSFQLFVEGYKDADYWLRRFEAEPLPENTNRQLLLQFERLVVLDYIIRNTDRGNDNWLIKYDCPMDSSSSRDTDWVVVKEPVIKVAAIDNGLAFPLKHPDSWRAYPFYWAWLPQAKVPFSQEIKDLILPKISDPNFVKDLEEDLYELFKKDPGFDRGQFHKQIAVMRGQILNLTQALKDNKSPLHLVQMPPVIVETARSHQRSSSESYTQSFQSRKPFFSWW
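ADP-Glo luminescence measured ADP generated by PI4K2A enzyme (4 ug/mL before mixing) with 1.2 mM PI substrate (pre-mix) and 300 microM ATP (pre-mix). Tris pH7.5 buffer with MgCl2, Triton X-100; 1 h reaction at ambient temperature.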
TrxR1 inh: qHTS Assay for Inhibitors of Mammalian Selenoprotein Thioredoxin Reductase 1 (TrxR1): qHTS; Thioredoxin reductase 1, cytoplasmic (Rattus norvegicus), O89049; recombinant rTrxR1, NADPH fluorescence consumption, selenite substrate; Potency, µM (doses to about 114 µM), for the others: top-dose activity change, negative = inhibition, most hits filed as inhibitors; hit rate 1% among 390,000; AID 588453, 2011; also: potency is read from the fitted curve at half-maximal effect; % is scaled to controls: 0 for no effect and ±100 for the full control effect; nearly all actives have a fitted effect of over 65% in size
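Rat TrxR1 (90 nM in the dispensed reagent) was pre-reduced with 400 uM NADPH for 5 min at room temperature, then incubated with compound for 15 min. After 400 uM selenite was added, NADPH fluorescence (Ex 340/Em 450 nm) was followed for 8 min.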
USP1 inh: Inhibitors of USP1/UAF1: Primary Screen; hit rate 0.23% among 390,000; Potency, µM (series often up to 57.1 µM), inactives show top-dose activity change, negative = inhibition, usual class: inhibitors; recombinant USP1/UAF1, Ub-Rhodamine cleavage fluorescence; also: potency is read from the fitted curve at half-maximal effect; % is scaled to controls: 0 for no effect and ±100 for the full control effect; nearly all actives have a fitted effect of over 60% in size; inactives centre near -12
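High-throughput fluorogenic screen: 1nM USP1/UAF1 complex, Ub-Rho substrate 150nM final, 50mM HEPES pH 7.8 with 0.5mM EDTA, 0.1 mg/ml BSA, 1mM TCEP and 0.01% Tween-20.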
PGK inhibitor: qHTS Assay to Find Inhibitors of Phosphoglycerate Kinase. Phosphoglycerate kinase, glycosomal (Trypanosoma brucei brucei), P07378. PGK/GAPDH coupled, Kinase-Glo luminescence, 60 min. Potency, µM (titrated, usually from 57.5 µM), inactives show top-dose activity change, negative = inhibition, most hits filed as inhibitors. hit rate 0.043% among 380,000; also: potency is read from the fitted curve at half-maximal effect; % is scaled to controls: 0 for no effect and ±100 for the full control effect; nearly all actives have a fitted effect of over 60% in size
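Luminescent ATP detection (Kinase-Glo Plus) follows a 60-minute room-temperature incubation, with wells lacking PGK as controls. Buffer: 100 mM TEA (pH 7.6), 5 mM MgCl2, 0.01% Tween-20. Coupling enzyme GAPDH (100 nM final) supplies unstable 1,3-BPG in-well.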
Numbers without * were called inactive; i = inactive; u = inconclusive; x = no result given; & = joins results of further samples; [ ] = remark or other dose. Unless noted, calls follow the shape of the dose curve; as a rule, active = well fitted curve in the direction sought with a large enough effect; inconclusive = small, poorly fitted or top-dose-only effect, or another doubt; inactive = no such curve, though single readings can be large; an effect the other way counts as inactive or inconclusive.

SMILES	HP1b chromo inh	Pin1 inhibitor	TrxR1 substrate	mIDH1 inhibitor	GLS inh	PI4K2A inh	TrxR1 inh	USP1 inh	PGK inhibitor
COC(=O)c1cccc(N(C(=O)c2ccco2)C(C(=O)NC2CCCC2)c2ccc(N3CCOCC3)cc2)c1 (centres undefined)	-10%	-9%	4%	-4%	2%	-20	23%	-18%	i
CC(C(=O)N1CCc2ccccc21)N(C)CC(=O)Nc1cccc(F)c1 (centres undefined)	37%	0%	-4%	4%	0%	1	-1%	-14%	-2%
CC(C)NC(=O)CN1C(=O)C(C)(C)Oc2ccc(C(=O)NC3CCCCC3)cc21	-6%	-5%	1%	15%	14%	7	7%	u	-5%
CSc1ccccc1NC(=S)NC1CCCCC1	8%	-9%	0%[57.1 µM]	6%	-18%	-2	20%[57.1 µM]	-16%	-4%
COCCN(C(=O)c1ccc(OCC(C)C)cc1)c1c(N)n(Cc2ccccc2)c(=O)[nH]c1=O	12%	7%	4%[57.1 µM]	-5%	3%	-1	12%[57.1 µM]	-1%	-2%
CCCCOc1ccc(C(O)(CCC)CCN2CCOCC2)cc1 (centres undefined)	31%	1%	-3%	1%	-1%	-1	u	-13%	-4%
COCCCn1c(=O)c2sccc2n2c(CCCC(=O)Nc3cc(C)cc(C)c3)nnc12	51%[activator]	1%	8%	10%	3%	-3	16%	-16%	-1%
Cc1nn(C)c(C)c1S(=O)(=O)N(CC(=O)NCCN1CCOCC1)c1ccc(C(C)C)cc1	35%	0%	-1%	0%	-21%	-1	9%	-16%	i
CC1(C)COC(c2cccc([N+](=O)[O-])c2)OC1	3%[57 µM]	-2%	-6%[2.29 µM]	-8%	-6%	-2	-7%[2.29 µM]	-3%	-4%
CC(C)n1c(CNC(=O)c2ccccc2F)nnc1SCC(=O)NC1CCCCC1	25%[57 µM]	1%	-3%	-3%	-12%	-3	-3%	-16%	i
COCCN(C(=O)COC(=O)Cc1cccc2ccccc12)c1c(N)n(Cc2ccccc2)c(=O)[nH]c1=O	2%	3%	-1%	-8%	2%	0	11%	-15%	-3%
Cc1c(Cl)cccc1NC(=O)Cn1cnc2nc3c(cc2c1=O)CCCC3	26%[57 µM]	10%	5%[57.1 µM]	-9%	6%	3	8%[57.1 µM]	u	-9%
O=C(COC(=O)c1ccc2c(c1)OCCO2)NCCC1=CCCCC1	21%	-5%	-2%	8%	-1%	-7	-120%	-22%	-4%
Cc1cccc(NC(=O)CNCC(=O)Nc2cccc(C)c2C)c1C	35%	1%	1%	-6%	5%	-5	22%	-17%	-8%
O=C(CCc1nc2ccccc2[nH]c1=O)OCC(=O)N1CCc2ccccc21	17%	11%	4%	8%	-9%	-6	-3%	-12%	-6%
O=C(CSc1nc(O)cc(=O)n1-c1ccccc1)N1CCCCC1	27%	3%	11%	2%	1%	3	4%	2%	5%
COc1ccc(C2C(=O)N(C3CCCCCC3)CC(=O)N2CCc2ccccc2)cc1 (centres undefined)	29%	-1%	1%[57.1 µM]	6%	-8%	-3	18%[57.1 µM]	7%	3%
COCCNc1nc(N)c([N+](=O)[O-])c(NC2CCCCC2)n1	18%	-3%	-10%	-3%	5%	-4	9%	-13%	-7%
O=C(c1ccc2c3c(cccc13)CC2)N1CCN(c2ncccn2)CC1	5%	2%	10%	10%	4%	-11	18%	-15%	x
Cc1ccccc1CNC(=O)CCCn1ncn2c(cc3occc32)c1=O	36%&3%	2%&1%	-2%&5%	-9%&8%	-6%&3%	11&0	-12%&13%	-8%&-21%	2%&-4%
CCc1cc(C(=O)NCc2ccccc2)no1	21%	4%	0%	-6%	-2%	1	6%	4%	1%
COc1ccc(CCNC(=O)CN2C(=O)CSc3ccc(S(=O)(=O)N4CCOCC4)cc32)cc1OC	1%	u	-8%	1%	-13%	-12	0%	-21%	i
O=C(NC(=S)N1CCN(c2c(Cl)cccc2[N+](=O)[O-])CC1)c1cccs1	u	-2%	-6%	-3%	8%	-4	-3%	-8%	-3%
Cc1ccc(-n2nnnc2-c2cnc(-c3cccnc3)nc2C(F)(F)F)cc1	20%	-4%	-15%	7%	-2%	3	-12%	2%	-4%
O=C(O)c1cc(Nc2nc(N3CCOCC3)nc(N3CCOCC3)n2)ccc1Cl	31%[activator]	-2%	0%	10%	-2%	-1	16%	-5%	-4%

Given with values under each structure: part of the list above.
Second line of a record – HP1b chromo inh | Pin1 inhibitor | TrxR1 substrate | mIDH1 inhibitor | GLS inh | PI4K2A inh | TrxR1 inh | USP1 inh | PGK inhibitor
> COCCCn1c(=O)c2sccc2n2c(CCCC(=O)Nc3cc(C)cc(C)c3)nnc12
→ 51%[activator] | 1% | 8% | 10% | 3% | -3 | 16% | -16% | -1%
> O=C(O)c1cc(Nc2nc(N3CCOCC3)nc(N3CCOCC3)n2)ccc1Cl
→ 31%[activator] | -2% | 0% | 10% | -2% | -1 | 16% | -5% | -4%
> COCCN(C(=O)c1ccc(OCC(C)C)cc1)c1c(N)n(Cc2ccccc2)c(=O)[nH]c1=O
→ 12% | 7% | 4%[57.1 µM] | -5% | 3% | -1 | 12%[57.1 µM] | -1% | -2%

The list continues:
SMILES	HP1b chromo inh	Pin1 inhibitor	TrxR1 substrate	mIDH1 inhibitor	GLS inh	PI4K2A inh	TrxR1 inh	USP1 inh	PGK inhibitor
CC1CCN(CC(=O)Nc2ccccc2C(=O)NC2CC2)CC1	28%	5%	3%	-11%	-4%	-3	7%	-4%	7%
Cc1ccc(C)n1-c1nnc(N2CCC(C(=O)NCc3ccccc3Cl)CC2)s1	24%	2%	-5%	x	4%	-1	-26%	-2%	x
COc1ccccc1C(=O)Oc1cc(N)n(S(=O)(=O)c2ccc(C)cc2)n1	26%	u	-5%	0%	50%[activator]	17	-27%	-6%	-7%
COc1ccc(/C=N/n2c(N)nc(-c3ccccc3)c2-c2ccccc2)cc1	-12%	3%	-9%[57.1 µM]	5%	-2%	4	-7%[57.1 µM]	2%	12%
O=C(CSCc1ccccc1)NCCCN1CCOCC1	39%	5%	4%	-4%	5%	1	27%	-7%	-3%
COc1ccccc1NS(=O)(=O)c1cccc(NC(=O)C2CC(=O)N(Cc3ccccc3)C2)c1 (centres undefined)	16%	-1%	-7%[57.1 µM]	-5%	5%	2	-11%[57.1 µM]	-1%	5%
Cc1nnc(SCC(=O)NC(=O)NC2CCCC2)n1N	19%	5%	2%	-1%	-1%	-6	6%	-17%	-8%
Cc1ccc(-n2cc(-c3ccccc3)c3c(N4CCOCC4)ncnc32)cc1	-5%	3%	9%[57.1 µM]	10%	3%	-14	20%[57.1 µM]	-7%	i
O=S(=O)(Nc1cccc(F)c1)c1ccc2[nH]c3c(c2c1)CCCCC3	u	1%	-3%	-5%	2%	2	26%	-15%	-1%
Cc1ccc(NC(=O)CN(C)C(=O)CSc2nc3ccccc3c(=O)n2CCO)cc1	30%	-1%	-13%	2%	12%	-2	0%	-2%	-1%
CCC1C(c2ccccc2)N(C)C(c2ccccc2)CC1(O)c1ccccc1 (centres undefined)	39%[activator]	2%	-3%	0%	-4%	-3	9%	-13%	1%
Cc1cccc(C)c1NC(=O)CCSCCc1ccccn1	u	-9%	8%[57.1 µM]	0%	4%	2	12%[57.1 µM]	-26%	3%
COC(=O)[C@@H](Cc1ccccc1)NC(=O)Cn1cnc2c(SC)nc(N)nc21	48%[activator]	1%	8%	-1%	-1%	-2	2%	-9%	i
CCOc1ccc(/C=C/c2[nH]c(=O)[nH]c(=O)c2[N+](=O)[O-])cc1	1%	3%	8%[57.1 µM]	-2%	-13%	-2	22%[57.1 µM]	-10%	-7%
COc1ccccc1C(C)NCC(=O)NCC(=O)Nc1ccc(F)c(F)c1F (centres undefined)	21%	-5%	-4%[57.1 µM]	7%	-9%	7	3%[57.1 µM]	-24%	-6%
Cc1nc2cc(-c3cccs3)[nH]n2c(=O)c1C	31%	4%	37%[activator]	7%	1%	-2	-4%	-13%	-8%
CCCC(C)NC(=O)CN1C(=O)NC2(CCc3ccccc32)C1=O (centres undefined)	25%	1%	6%	-10%	2%	5	18%	-14%	1%
CCC(=O)N1CCc2cc(S(=O)(=O)CCC(=O)N3CCc4ccccc4C3)ccc21	13%	0%	3%	-1%	-11%	6	6%	-10%	12%
CCCCCN(C(=O)NC(=O)Nc1ccccc1C)S(C)(=O)=O	12%	-2%	1%	0%	27%	0	2%	-2%	-9%

Compound activity as filed in PubChem.

The list is partial (hit frequency here may not be typical).
